# Screening data as filed in PubChem BioAssay.
# TDP-43 yeast inh – TDP-43 toxicity inhibition in yeast | TDP-43 expressing yeast growth rescue, BacTiter-Glo, 24 h | Potency, µM (doses to about 46.1 µM), for the others: top-dose growth rescue (activation), hits mostly activators | 1.8% of 410,000 active | AID 652104; also: potency is read from the fitted curve at half-maximal effect; % of control where 0% means no effect; nearly all actives have a fitted effect of over 50% in size
#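 Yeast cells expressing TDP-43 under galactose induction are exposed to compounds for 24 hr at 30 deg C. BacTiter-Glo luminescence measures growth, so protective compounds score as activators.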
# DRD3 antagonist – antagonists of human D3 dopamine receptor; D3R cells, DiscoveRx beta-arrestin luminescence, antagonist mode; stronger effect = lower value; max response, negative = inhibition, %; 2.5% of 360,000 active; AID 652054; in the data active = max response below about -50%; inconclusive = no clear call, values can overlap the other calls; also: % is scaled to controls: 0 for no effect and ±100 for the full control effect; mostly tested at two doses, the higher about 12 µM
#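 Cells expressing the human receptor were seeded at 1500 cells/well, incubated overnight at 37 degrees C in 5% CO2, then exposed to library compounds with dopamine controls for 90 minutes at 37 degrees C before luminescent detection.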
# EPAC2 ag – activates human EPAC2 exchange factor. EPAC2 activation, biochemical qHTS; response scale: 100% = 6.5 mM cAMP response. 0.079% of 360,000 active. Q8WZA2. Potency, µM (titrated, usually from 154 µM), inactives show top-dose activation, actives largely listed as activators; also: potency is read from the fitted curve at half-maximal effect; nearly all actives have a fitted effect of over 50% in size
# Target sequence (Q8WZA2 whole entry, looked up): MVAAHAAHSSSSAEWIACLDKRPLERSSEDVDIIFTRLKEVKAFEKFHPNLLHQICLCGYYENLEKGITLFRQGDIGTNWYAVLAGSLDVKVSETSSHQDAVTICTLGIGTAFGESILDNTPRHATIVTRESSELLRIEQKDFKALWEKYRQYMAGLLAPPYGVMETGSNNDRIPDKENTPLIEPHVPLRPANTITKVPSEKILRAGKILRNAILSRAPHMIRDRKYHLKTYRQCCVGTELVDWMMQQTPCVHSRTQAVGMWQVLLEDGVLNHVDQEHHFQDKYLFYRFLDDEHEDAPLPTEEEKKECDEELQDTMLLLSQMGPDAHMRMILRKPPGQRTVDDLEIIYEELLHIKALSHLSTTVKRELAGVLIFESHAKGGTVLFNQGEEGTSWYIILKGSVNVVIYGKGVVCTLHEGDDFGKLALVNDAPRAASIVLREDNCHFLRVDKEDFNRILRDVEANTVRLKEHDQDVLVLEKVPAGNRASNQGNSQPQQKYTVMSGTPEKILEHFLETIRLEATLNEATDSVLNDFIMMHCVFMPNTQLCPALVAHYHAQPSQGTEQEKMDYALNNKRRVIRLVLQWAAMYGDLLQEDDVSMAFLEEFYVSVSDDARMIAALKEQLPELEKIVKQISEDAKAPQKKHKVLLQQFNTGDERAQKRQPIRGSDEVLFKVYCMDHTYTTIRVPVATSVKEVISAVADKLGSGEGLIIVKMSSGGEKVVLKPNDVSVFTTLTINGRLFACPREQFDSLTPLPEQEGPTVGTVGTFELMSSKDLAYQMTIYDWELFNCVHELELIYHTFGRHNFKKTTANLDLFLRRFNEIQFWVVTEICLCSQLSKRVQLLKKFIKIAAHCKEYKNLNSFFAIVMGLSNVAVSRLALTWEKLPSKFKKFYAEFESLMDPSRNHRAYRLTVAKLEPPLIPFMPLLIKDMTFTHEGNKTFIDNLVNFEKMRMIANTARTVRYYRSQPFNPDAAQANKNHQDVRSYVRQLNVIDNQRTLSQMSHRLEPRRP
#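 Exchange assay: 100 nM EPAC2 with 250 nM Rap1B-BODIPY-GDP and 50 uM GDP. Fluorescence (ex 480/em 540 nm) read every 5 min for 30 min at room temperature. Data normalized to 6.5 mM cAMP as agonist control.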
# Abeta yeast res – restores growth of yeast expressing A-beta42 peptide | yeast expressing A-beta42, growth rescue, OD600, 48 h; response scale: 0% DMSO, 100% iron-clioquinol control | 0.063% of 410,000 active | Potency, µM (doses to about 46.1 µM), without a hit: top-dose growth rescue, most hits filed as activators; also: potency is read from the fitted curve at half-maximal effect; nearly all actives have a fitted effect of over 55% in size
#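 Yeast growth medium received pinned compounds, then yeast cells expressing toxic A-beta were added; plates incubated at 30 C for 48 hr. Growth read as absorbance at 600 nm, normalized to DMSO and equimolar FeCl3 plus clioquinol controls.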
# FUS suppressor – FUS proteinopathy suppression in yeast. S. cerevisiae FUS-expressing, growth rescue, OD600, 24 h. Potency, µM (top dose mostly 76.6 µM), without a hit: top-dose growth rescue (activation), most hits filed as activators. 0.24% of 390,000 active;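 also: potency is read from the fitted curve at half-maximal effect; plate controls were DMSO vehicle for no effect and reference control for full effect; nearly all actives have a fitted effect of over 55% in size; some results filed as inactive show a strong effect at the top dose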
#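 Read-out: OD at 600 nm after 24hr at 30C, reporting rescue of FUS-induced yeast toxicity. Cells at OD 0.005 in galactose (2%) minimal medium; compounds tested in a dilution series; CP55940 titration from 92uM final as control.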
# EPAC2 antagonist – antagonists of human EPAC2 | EPAC2 GEF exchange of Rap1B-BODIPY-GDP, fluorescence | AID 720708 | 0.18% of 360,000 active | Q8WZA2 | Potency, µM (series often up to 114 µM), inactives show top-dose activity, negative = inhibition, hits mostly inhibitors; also: potency is read from the fitted curve at half-maximal effect; % is scaled to controls: 0 for no effect and ±100 for the full control effect; nearly all actives have a fitted effect of over 45% in size; many of its hits are not listed in these tables
# D3 ag – activates the human D3 dopamine receptor | P35462 | D3R DiscoveRx beta-arrestin cells, luminescence, 90 min | max activation, % | 0.58% of 410,000 active | AID 652048; in the data active = max activation above about 30%; also: 0% is about no effect; mostly tested at two doses, the higher about 12 µM
#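 Cells at 1500/well, incubated overnight, then treated with pinned compounds (dopamine as control) for 90 min at 37 degrees C. DiscoveRx reagent added for 30 - 60 minutes at room temperature; luminescence read.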
# aSyn yeast inh – alpha-synuclein toxicity inhibition in yeast; Potency, µM (doses to about 46.1 µM), without a hit: at the highest dose growth rescue (activation), usual class: activators; AID 652106; Yeast expressing alpha-synuclein, growth rescue, BacTiter-Glo, 24 h; 0.14% of 370,000 active; also: potency is read from the fitted curve at half-maximal effect; % of control where 0% means no effect; nearly all actives have a fitted effect of over 65% in size
#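 Readout is rescue of growth in alpha-synuclein-expressing yeast, so inhibitors of toxicity appear as activators. Growth after 24 hr at 30 deg C in galactose medium is quantified by luminescence.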
# The depositor's hits bear a star; u = inconclusive; x = no result given; & = joins results of further samples; [ ] = another dose, or the depositor's remark. Unless noted, calls follow the shape of the dose curve; as a rule, active = well fitted curve in the direction sought with a large enough effect; inconclusive = small, poorly fitted or top-dose-only effect, or another doubt; inactive = no such curve, though single readings can be large; an effect the other way counts as inactive or inconclusive. An excerpt; rates above refer to the full screens.
SMILES,TDP-43 yeast inh,DRD3 antagonist,EPAC2 ag,Abeta yeast res,FUS suppressor,EPAC2 antagonist,D3 ag,aSyn yeast inh
Cc1ccc(NC(=O)C2C3CCCC2C3c2ccccc2)cc1 (stereo unspecified),-4%,4,4%,0%,x,-4%,-5,-2%
CCS(=O)(=O)c1c(S(=O)(=O)CC)c2cc(C(C)(C)C)ccn2c1C(=O)c1ccc(F)cc1,0%,x,x,-13%,-7%,x,-10,1%
Cc1ccccc1Cn1c(CN2CCC(C(=O)NCCc3ccccc3)CC2)cc2ccccc21,5%,x,x,20%,25%,x,-13,x
O=C(c1sc(N2CCOCC2)nc1-c1ccccc1)N1CCCCC1,9%,-8,-5%,-10%,3%,6%,-7,-7%
NC(=O)CN1CCN(C(=O)Nc2ccccc2)CC1,-9%,-7,-3%,2%,-7%,9%,0,7%
CC1=Nc2ccccc2N=C(N)C1c1ccccc1 (stereo unspecified),2%,-1,8%,-25%,x,-2%,-3,-18%
CCN1C(=O)[C@H]2[C@@H](c3ccc(OC)cc3)N3C(=O)CN(Cc4ccccc4)C(=O)[C@@]3(C)[C@H]2C1=O,-8%,1,2%,1%,-17%,2%,4,-1%
CCOC(=O)c1cccc(NC(=O)c2cc3ccccn3n2)c1,15%,x,x,-15%,-7%,x,1,x
CCOC(=O)c1c(-c2ccccc2Cl)csc1NC(=O)c1cc(S(=O)(=O)N2CCOCC2)ccc1C,-15%,18,9%,27%,x,17%,2,-2%
CC1CCCCN1C(=O)c1ccc(CS(=O)(=O)Cc2ccccc2)cc1 (stereo unspecified),-3%,11,-7%,-9%,x,20%,3,-4%
COc1cccc(COC(=O)C2CC(=O)N(Cc3ccccc3)C2)c1OC (stereo unspecified),15%,-13,6%,-9%,-22%,-5%,-2,5%
C/C(=N\NC(=O)C1(C)CC1(Br)Br)c1ccc(NC(=O)C2CCC2)cc1 (stereo unspecified),-19%,25,5%,-4%,x,-7%,0,-1%
O=C(CSc1nncn2c1cc1occc12)Nc1ccc(F)c(Cl)c1,19%,x,x,-15%,22%,x,-11,x
CCCc1cc(=O)[nH]c(SCC(=O)N(CC)c2c(N)n(Cc3ccccc3)c(=O)[nH]c2=O)n1,4%,-6,26%,6%,1%,18%,-16,-4%
O=C(N/N=C1\CCc2ccccc21)c1ccncc1,-32%[inhibitor],-23,7%,8%,-17%,-2%,-11,-1%
Cc1ccc(CNC(=O)Cn2c(=O)cc(-c3ccccc3)c3c(C)nn(C)c32)cc1,22µM*,x,x,-6%,-8%,x,-3,x
CCOCCCNC(=O)c1ccc(Cn2c(=O)[nH]c3ccsc3c2=O)cc1,-5%,5,9%,-1%,-1%,11%,22,1%
O=C(NNC(=O)C12CC3CC(CC(Cl)(C3)C1)C2)c1csc(N2CCOCC2)n1,-1%,9,0%,3%,10%,2%,4,-11%
O=c1c2ccccc2c(C=Nc2cccc(S(=O)(=O)NCc3ccco3)c2)c(O)n1-c1ccc(Cl)cn1,7%,13,11%,6%,x,-2%,2,-10%
CCc1nc(-c2cc(S(=O)(=O)N3CCN(c4ccccc4)CC3)ccc2OC)no1,0%[9.22 µM],x,x,-4%,-15%,x,4,x
Cc1c(CCO)c(=O)oc2n[nH]c(-c3ccccc3)c12,-18%,-10,7%,9%,14%,0%,11,-5%
O=C(c1n[nH]c(=O)c2ccccc12)N1CCN(c2ccccc2)CC1,-15%,-13,8%,-6%,u,-10%,-4,-3%
Cc1sc2ncnc(N[C@@H](Cc3c[nH]c4ccccc34)C(=O)O)c2c1C,12%,31,8%,1%,x,16%,-9,-2%
CCCn1cc(S(=O)(=O)c2ccc(CC)cc2)c(=O)c2ccccc21,25%,x,x,11%,6%,x,9,x
COc1ccc(S(=O)(=O)N(C)c2ccc(C(=O)Nc3cccnc3)cc2)cc1,7%,5,-1%,8%,11%,7%,3,3%
O=C(NCC1CCCO1)C1CCN(C2CCN(C(=O)Cc3ccsc3)CC2)CC1 (stereo unspecified),-3%,2,-2%,-7%,-18%,1%,6,-1%
Cc1cc(C)cc(OCC(=O)NC(C)c2ccccc2)c1 (stereo unspecified),14%,u,15%,1%,14%,7%,-1,10%
O=C(Cc1n[nH]c(=O)c2ccccc12)Nc1cccc(S(=O)(=O)N2CCCCCC2)c1,15%,6,14%,-13%,34%,-7%,-2,-1%
O=c1oc2ccccc2c2c1SC(C(F)(F)F)C2 (stereo unspecified),15%,1,-1%,-17%,10%,10%,-1,0%
COc1ccc(NC(=O)c2cc(-c3cccs3)on2)cc1OC,-1%,16,16%,-15%,37%,-1%,-10,-4%
Cc1ccc(N/N=C(/Sc2nnnn2-c2ccccc2)C(=O)c2ccccc2)cc1,-14%,-18,-1%,0%,x,5%,-1,0%
Cn1c(OCc2ccc3c(c2)OCO3)nc2c1c(=O)n(Cc1ccc(Cl)c(Cl)c1)c(=O)n2C,7%,0,-4%,4%,-14%,4%,-4,-6%
COc1cc(Cl)c(C)cc1NC(=O)Cc1ccc(OC)c(OC)c1,u,1,3%,10%,5%,-17%,3,4%
Cc1nc(CCNC(=O)c2cc(COc3ccc(F)cc3Cl)on2)sc1C,u,11,8%,10%,6%,-22%,6,-11%
CC(OC(=O)Cn1cnc2c1c(=O)n(C)c(=O)n2C)C(=O)c1ccccc1 (stereo unspecified),-20%,3,3%,5%,21%,9%,7,4%
COc1ccc(-n2cc(CNCc3cnc4ccccn34)c(-c3cccc(F)c3)n2)cc1,-10%,3,18%,-14%,-2%,-16%,-6,-7%
CCN(CC)S(=O)(=O)c1ccc(C(=O)NCC(=O)NCCCc2ccccc2)cc1,6%,-13,11%,8%,-15%,-3%,0,3%
CC(C)(C)OC(=O)NNC(=S)NCc1ccc(Cl)cc1,11%,37,11%,13%,-7%,1%,3,0%
O=C(Nc1ccccc1)c1cc(C2CCCCN2S(=O)(=O)c2cccs2)on1 (stereo unspecified),u,8,17%,10%,34%,9%,3,u
O=C(C(NS(=O)(=O)c1cccs1)c1ccccc1)N1CCN(c2ccccc2F)CC1 (stereo unspecified),-10%,-19,18%,2%,41%,3%,-3,19%
COc1ccccc1NC(=O)COC(=O)c1ccc2c(c1)nc(C)n2-c1ccccc1,u,10,4%,-10%,30%,10%,11,-5%
CC(C)c1ccc(NC(=S)NC2CC3C=CC2C3)cc1 (stereo unspecified),0%,-7,1%,15%,27%,-16%,-2,-10%
CC(C)COCC(CN(Cc1ccccc1)c1ccccc1)N1CCCC1 (stereo unspecified),11%,0,6%,-7%,4%,-10%,-57&-18,1%&6%&-2%
CC(=O)Nc1cccc(/C(C)=N/NS(=O)(=O)c2ccc(C)cc2)c1,-16%,-6,8%,-12%,-13%,-1%,-2,-6%
Cc1ccnc(NC(=O)c2ccc([N+](=O)[O-])s2)c1,8.9µM*,-11,6%,-15%,4%,5%,-1,5%
Fc1ccccc1-c1n[nH]c(=S)n1Cc1ccccc1,27%,-16,3%,12%,-15%,2%,-3,1%
O=C(NCC(c1ccco1)N1CCc2ccccc2C1)c1ccc([N+](=O)[O-])cc1 (stereo unspecified),2%,-16,3%,-4%,18%,7%,-21,1%
O=C(NCc1cccnc1)C1CCC(c2ccc(Cl)cc2)CC1 (stereo unspecified),16%,-5,1%,6%,-17%,0%,1,-1%
COCCCNc1nc2c(c(=O)n(C)c(=O)n2C)n1Cc1cccc(OC)c1,9%,-19,2%,9%,-5%,-4%,-3,1%
Cc1ccccc1C(=O)NNC(=O)CCCCC(=O)NNC(=O)c1ccccc1C,9%,3,11%,-13%,23%,-6%,-3,5%

# Following part.
SMILES,TDP-43 yeast inh,DRD3 antagonist,EPAC2 ag,Abeta yeast res,FUS suppressor,EPAC2 antagonist,D3 ag,aSyn yeast inh
CCOc1ccccc1NC(=O)Cn1nnc(C(=O)NCc2ccco2)c1N,-5%,u,5%,29%,47%,-6%,-11,0%
CCCc1nnc(NC(=O)CCC(=O)N2CCN(CCn3c(C)ccc3C)CC2)s1,3%,0,-8%,8%,35%,3%,-1,-15%
CCOc1ccc2nc(NC(=O)CSc3nc4c(c(=O)n(C)c(=O)n4C)n3C(C)C)sc2c1,15%,97,-14%,-4%,x,8%,5,13%
O=C(C1CCCN(S(=O)(=O)c2cccc3nsnc23)C1)N1CCc2ccccc21 (stereo unspecified),u,-12,-1%,-12%,23%,6%,-2,5%
O=[N+]([O-])c1cc(-c2nnc(Nc3ccc(O)cc3)c3ccccc23)ccc1N1CCOCC1,-6%,3,-5%,-17%,28%,-32%,1,0%
CCCCC(=O)Nc1nnc(/C=C/c2ccc(OC)cc2)s1,17%,u,3%,-18%,-8%,-11%,2,-1%
COc1ccc(OCC(=O)Nc2ccc3nn(-c4ccc(OC)cc4)nc3c2)cc1,7%,x,x,-16%,-4%,x,62*,x
CC(C)(C)C#CCn1c(/C=[N+](\[O-])C2CCCCC2)nc2ccccc21,30%,5,5%,-10%,6%,-9%,0,-6%
Cc1cc2nc(-c3ccc(SCC(=O)N4CCN(C(=O)c5ccco5)CC4)nc3)[nH]c2cc1C,-7%,30,1%,-17%,u,11%,20,-2%
Clc1cc(CSc2ccccc2)nc(-c2ccccc2)n1,10%,-10,6%,8%,x,-2%,-4,13%

# Exported bar-delimited: part of the list above
Compound | TDP-43 yeast inh | DRD3 antagonist | EPAC2 ag | Abeta yeast res | FUS suppressor | EPAC2 antagonist | D3 ag | aSyn yeast inh
NC(=O)CN1CCN(C(=O)Nc2ccccc2)CC1 | -9% | -7 | -3% | 2% | -7% | 9% | 0 | 7%
CC1=Nc2ccccc2N=C(N)C1c1ccccc1 (stereo unspecified) | 2% | -1 | 8% | -25% | x | -2% | -3 | -18%
CCN1C(=O)[C@H]2[C@@H](c3ccc(OC)cc3)N3C(=O)CN(Cc4ccccc4)C(=O)[C@@]3(C)[C@H]2C1=O | -8% | 1 | 2% | 1% | -17% | 2% | 4 | -1%

# Continued:
SMILES,TDP-43 yeast inh,DRD3 antagonist,EPAC2 ag,Abeta yeast res,FUS suppressor,EPAC2 antagonist,D3 ag,aSyn yeast inh
CC(NS(=O)(=O)c1c(N)n(C)c(=O)n(C)c1=O)c1ccccc1 (stereo unspecified),-14%,1,7%,-5%,8%,9%,2,-3%
C[C@@]12CCC3[C@@](CC[C@@H]4[C@](C)(C(=O)O)CCC[C@@]34C)(C[C@H]1O)C2 (stereo partly specified),2%,21,0%,15%,-5%,-7%,5,6%
Cc1csc(NC(=O)c2cccc([N+](=O)[O-])c2C(=O)O)n1,12%,8,4%,-13%,-14%,-9%,2,0%
CCN(CC)c1ccc(N=Cc2c(C)[nH]c3ccccc23)cc1,-3%,-23,12%,-1%,u,9%,-10,-12%
